Assay outcomes from PubChem.
EPAC1 agonist: agonists of human EPAC1. O95398. hit rate 0.073% among 360,000. EPAC1 agonist qHTS, biochemical assay; response scale: 100% = response to 6.5 mM cAMP. Potency, µM (highest dose often 154 µM), inactives show at the top dose activation, usual class: activators; further: potency means the concentration at half of the fitted maximal effect; nearly all actives have a fitted effect of over 60% in size
Target sequence (O95398 whole entry, looked up): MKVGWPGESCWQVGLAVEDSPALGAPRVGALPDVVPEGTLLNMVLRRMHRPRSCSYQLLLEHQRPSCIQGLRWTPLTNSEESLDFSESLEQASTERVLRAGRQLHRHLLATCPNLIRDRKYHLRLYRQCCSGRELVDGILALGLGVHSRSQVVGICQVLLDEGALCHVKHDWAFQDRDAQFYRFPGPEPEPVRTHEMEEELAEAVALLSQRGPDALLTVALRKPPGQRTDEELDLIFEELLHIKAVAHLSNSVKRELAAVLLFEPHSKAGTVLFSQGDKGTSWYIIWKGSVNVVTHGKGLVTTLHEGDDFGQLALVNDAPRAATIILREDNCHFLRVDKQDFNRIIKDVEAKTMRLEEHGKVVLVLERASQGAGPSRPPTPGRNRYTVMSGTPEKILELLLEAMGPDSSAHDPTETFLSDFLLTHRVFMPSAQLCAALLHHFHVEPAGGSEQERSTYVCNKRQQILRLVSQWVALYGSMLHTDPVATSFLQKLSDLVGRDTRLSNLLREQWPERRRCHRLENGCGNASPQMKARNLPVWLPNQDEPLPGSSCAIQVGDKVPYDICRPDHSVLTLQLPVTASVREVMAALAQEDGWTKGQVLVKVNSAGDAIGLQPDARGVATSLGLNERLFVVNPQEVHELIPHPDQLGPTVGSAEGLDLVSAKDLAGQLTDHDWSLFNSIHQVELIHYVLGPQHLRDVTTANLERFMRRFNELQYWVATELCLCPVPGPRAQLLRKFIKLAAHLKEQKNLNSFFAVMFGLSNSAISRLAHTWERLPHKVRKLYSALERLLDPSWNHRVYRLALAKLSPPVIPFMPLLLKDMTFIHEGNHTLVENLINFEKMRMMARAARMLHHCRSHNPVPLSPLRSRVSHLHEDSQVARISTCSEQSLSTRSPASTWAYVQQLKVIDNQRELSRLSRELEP
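Nucleotide exchange assay: 100 nM EPAC1 with 250 nM Rap1B loaded with BODIPY-GDP and 50 uM GDP, room temperature. Fluorescence (480/540 nm) read every 5 min for 30 min; signal change normalized to 6.5 mM cAMP as full agonist.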
EPAC2 antagonist: EPAC2 (human) antagonism; Q8WZA2; hit rate 0.18% among 360,000; Potency, µM (doses to about 114 µM), for the others: at the highest dose activity, negative = inhibition, most hits filed as inhibitors; AID 720708; EPAC2 GEF exchange of Rap1B-BODIPY-GDP, fluorescence; further: potency means the concentration at half of the fitted maximal effect; on the % scale 0 is the no-effect control and ±100 the full control effect; nearly all actives have a fitted effect of over 45% in size; many of its hits are not listed in these tables
PI5P4Ka inh: inhibitors of human PI5P4K alpha. hit rate 1.2% among 330,000. max response, %. PI5P4Kalpha enzyme, ADP-Glo luminescence, 60 min; hits give low values. P48426; active means max response of -50% or lower; inconclusive means between -30% and -50%; inactive means -30% or higher; further: value at the top dose of about 77 µM; on the % scale 0 is the no-effect control and ±100 the full control effect
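Single end-point luminescence (ADP-Glo) quantified ADP from PI5P4Kalpha turnover; ATP 5 microM final, 1 h at RT, 0.1% CHAPS and 0.28 mM EGTA in HEPES pH 7.4.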
WRN helicase inh: WRN helicase (human) inhibition | Q14191 | WRN helicase unwinding, fluorescent forked duplex, kinetic | Potency, µM (titrated, usually from 114 µM), for inactives: at the top dose activity change, negative = inhibition, most hits filed as inhibitors | hit rate 0.46% among 360,000 | AID 651768; further: potency means the concentration at half of the fitted maximal effect; on the % scale 0 is the no-effect control and ±100 the full control effect; nearly all actives have a fitted effect of over 55% in size
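WRN at 20 nM final was preincubated with compound for 15 min at room temperature; reaction started with 100 nM forked duplex oligonucleotide carrying fluorophore and quencher plus 2 mM ATP (final). Unwinding followed kinetically by red fluorescence (ex 525/em 598 nm).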
EPAC1 antagonist: blocks human EPAC1 exchange factor | O95398 | hit rate 0.14% among 360,000 | EPAC1 GEF assay, Rap1b-BODIPY-GDP exchange fluorescence | AID 720709 | Potency, µM (titrated, usually from 115 µM), without a hit: at the highest dose activity change, negative = inhibition, hits mostly inhibitors;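 further: potency means the concentration at half of the fitted maximal effect; plate controls were vehicle for no effect and positive control for full effect; nearly all actives have a fitted effect of over 50% in size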
CCT chaperon mod: changes cytosolic chaperonin activity; hit rate 0.3% among 360,000; purified chaperonin ATPase assay, HTRF ADP detection, 30 min; activity change, % (no concentration beside the values), hits read low; AID 651819; in the data active means activity change below about -30%; further: on the % scale 0 is the no-effect control and ±100 the full control effect
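We incubate TRiC, 40 or 20 nM final, with library compounds at 76 uM and 10 uM ATP for 30 min at 37 °C. ADP formed is detected with Transcreener HTRF reagents after 30 min at room temperature.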
PLK1 PBD block: inhibitors of human PLK1 polo-box domain binding; Plk1 PBD binding of FITC phosphopeptide, fluorescence polarization; P53350; hit rate 2.8% among 360,000; Potency, µM, for the others: max response, negative = inhibition, actives largely listed as inhibitors; further: potency means the concentration at half of the fitted maximal effect; series mostly up to about 57 µM; on the % scale 0 is the no-effect control and ±100 the full control effect; nearly all actives have a fitted effect of over 65% in size
MmCpn inh: inhibitors of Methanococcus maripaludis chaperonin (MmCpn); purified Mm-Cpn ATPase, ADP Transcreener TR-FRET; Potency, µM (highest dose often 76.9 µM), without a hit: at the highest dose activity, negative = inhibition, hits mostly inhibitors; hit rate 0.031% among 330,000; further: potency means the concentration at half of the fitted maximal effect; on the % scale 0 is the no-effect control and ±100 the full control effect; nearly all actives have a fitted effect of over 80% in size
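Reaction buffer contained 30 mM Tris pH 7.4, 100 mM KCl, 5 mM MgCl2 and 1 mM DTT. Mm-CPN (25 nM final) hydrolysed 10 uM ATP over 30 min at 37°C; ADP was read by HTRF.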
* hit, by the source's call; u = inconclusive; x = not tested or not shown; [ ] = remark or other dose. Unless noted, the call rests on the fitted dose curve; in most records, active means well fitted curve in the direction sought with a large enough effect; inconclusive means small, poorly fitted or top-dose-only effect, or another doubt; inactive means no such curve, though single readings can be large; an effect the other way counts as inactive or inconclusive. Some of the compounds tested; count on the stated rates, not on these rows.

Molecule	EPAC1 agonist	EPAC2 antagonist	PI5P4Ka inh	WRN helicase inh	EPAC1 antagonist	CCT chaperon mod	PLK1 PBD block	MmCpn inh
Cc1ccc(Nc2nc(-c3c(C)nc4ncccn34)cs2)cc1	3%	-7%	-6	-27%	-28%	-3.5	-16%	-4%
Cc1nc2ncccn2c1-c1csc(NCc2ccco2)n1	6%	-5%	6	-15%	-8%	2.4	u	-1%
CN1CCN(C(=O)c2ccccc2NC(=O)Cc2ccccc2)CC1	3%	8%	-7	-23%	3%	0.5	-5%	-1%
CC1CCN(CC(=O)NC2CCCCC2)CC1	1%	-19%	12	5%	-15%	1.2	-7%	0%
O=C(NCc1ccc(Cl)cc1)C1CCCN(S(=O)(=O)c2cnc[nH]2)C1 (centres undefined)	-15%	-5%	-1	3%	-18%	-1.4	2%	0%
CCCN(C(=O)CCc1ccc(OC)cc1)c1c(N)n(Cc2ccccc2)c(=O)[nH]c1=O	14%	-3%	1	2%	3%	-0.8	-5%	-4%
CC1CCC/C(=C(\C#N)c2nc(-c3cc4ccccc4oc3=O)cs2)C1 (centres undefined)	6%	-1%	9	-3%	-11%	-8.1	-13%	-3%
COc1ccc(NC(=O)CN2CCN(CC(=O)Nc3ccc(F)cc3)CC2)cc1Cl	5%	-5%	4	-2%[57.1 µM]	-6%	-0.2	-1%	0%
Cc1ccc(C(=O)NC(=S)Nc2cccc3c(C)cc(C)nc23)cc1	12%	-3%[57.1 µM]	7	-1%	-1%	-1.8	-3%	1%
COC(=O)c1sc(S(=O)(=O)N2CCC(C(N)=O)CC2)c(C(=O)OC)c1C	-8%	9%	1	5%	8%	-33*	-4%	0%
CCOC(=O)C1CCCN(S(=O)(=O)c2ccccc2)C1 (centres undefined)	15%	-1%[57.1 µM]	0	7%	5%	-0.5	-7%	0%
CCC(C(=O)OCC(=O)Nc1c(C)nn(-c2ccccc2)c1C)c1ccccc1 (centres undefined)	4%	-7%	4	-8%	-7%	1.7	-5%	-1%
CC(=O)C(Cc1cnc(Cl)s1)(Cc1cnc(Cl)s1)C(C)=O	7%	-14%	4	-3%	-10%	-1.3	-7%	-1%
Cc1ccc(S(=O)(=O)N2CCCC(C(=O)NCC3COCCO3)C2)cc1 (centres undefined)	3%	-1%	1	0%	4%	-0.8	-6%	0%
Cn1cc(CN2CCCC(CO)(Cc3cccc(Cl)c3)C2)cn1 (centres undefined)	4%	2%	2	-4%	1%	-1.4	-10%	4%[15.4 µM]
O=C(Nc1ccccc1SC(=O)c1ccccc1)c1ccccc1	13%	7%	u	0%	5%	1.8	4.2µM*	x
CCOC(=O)[C@@H]1[C@H]2COc3ccc(Br)cc3[C@@H]2N2C(=O)N(c3cccc(Cl)c3)C(=O)[C@]12C	0%	-8%	9	-1%	u	0.4	-9%	x
O=C(CSc1nnc(-c2n[nH]c3ccccc23)n1-c1ccccc1)Nc1ccccc1Cl	14%	-3%	-16	-20%	u	1.8	-6%	-11%
Cc1[nH]c(=O)[nH]c(=O)c1NS(=O)(=O)c1ccc2c(c1)CCCC2	5%	-1%	x	-11%[57.1 µM]	-9%	-3.7	-13%	0%
CCc1nc(SCC(=O)Nc2nnc(CC(C)C)s2)n[nH]1	1%	24%	2	3%	-3%	1.3	-19%	1%

Sorted by the number under EPAC2 antagonist (smallest number first): 3 of the compounds above.
Molecule	EPAC2 antagonist
CC1CCN(CC(=O)NC2CCCCC2)CC1	-19%
CC(=O)C(Cc1cnc(Cl)s1)(Cc1cnc(Cl)s1)C(C)=O	-14%
COC(=O)c1sc(S(=O)(=O)N2CCC(C(N)=O)CC2)c(C(=O)OC)c1C	9%

Other compounds:
Molecule	EPAC1 agonist	EPAC2 antagonist	PI5P4Ka inh	WRN helicase inh	EPAC1 antagonist	CCT chaperon mod	PLK1 PBD block	MmCpn inh
CCOC(=O)c1nn(-c2cccc(C)c2)c2nnc(Cc3ccc(C)cc3)c(=O)n12	8%	-6%	2	-11%	-6%	-0.3	-7%	2%
Cc1ccc(C(=O)NNC(=O)c2ccncc2)cc1[N+](=O)[O-]	2%	0%	-4	6%	3%	1.3	1%	1%
O=C(Nc1cccc(F)c1)Nc1ccc2c(c1)CCC2	-5%	5%	1	1%	11%	-1.0	3%	0%
O=C(CNS(=O)(=O)c1ccccc1F)NNC(=O)c1ccc(Br)cc1	-4%	-21%	4	-5%	-16%	0.0	-17%	0%
Cc1ccc2c(c1)c(C)c(C)n2CC(O)Cn1nnc2ccccc21 (centres undefined)	9%	-22%	4	-19%	-14%	-0.6	-6%	-1%
O=C(CNC(=O)N1CC(=O)Nc2ccccc21)NCCc1c[nH]c2ccccc12	2%	-6%	4	-7%	-3%	1.4	-7%	-8%
CC1(C)C/C(=N/Nc2ccc([N+](=O)[O-])cc2[N+](=O)[O-])C(C)(C)O1	3%	2%	1	-1%	2%	-9.9	-6%	x
O=C(O)c1ccc(N/N=C/c2cccc(F)c2)cc1	-13%	-16%	-9	-21%[57.1 µM]	15%	0.1	-3%	-2%
COC(=O)C1(C)NC(c2ccc(F)cc2)C2C(=O)N(c3ccc(C)cc3)C(=O)C21 (centres undefined)	-4%	1%	2	-3%	19%	1.8	3%	1%
CCOc1cccc(-c2c(C(=O)N/N=C/c3ccncc3)nnn2-c2nonc2N)c1	-2%	-3%	2	-4%	-5%	-2.5	-9%	-1%
COc1cccc(/C=N/n2c(C)nc3ccccc3c2=O)c1O	3%	3%	-7	-6%	-4%	-1.4	5%	1%
CCOC(=O)c1[nH]c(C)c(C(=O)N(C)Cc2ccccc2)c1C	0%	18%	x	-16%	2%	-2.3	-4%	0%
Cc1ccc(C(NC(=O)c2ccccc2S(C)(=O)=O)c2ccccc2)cc1 (centres undefined)	4%	u	-1	3%	5%	-0.9	0%	3%
COc1ccccc1OC(=O)c1ccc2nsnc2c1	2%	-7%	x	-4%	-3%	0.3	-1%	1%
CN1C2C=C3C(C#N)=C(N)C(C#N)(C#N)[C@@H](c4cccc(F)c4)[C@@H]3C1CC2 (some centres undefined)	6%	-1%	2	-4%[57.1 µM]	1%	-1.2	-14%	-1%
C=C(C)[C@@H]1CC=C(CO)CC1	-4%	-6%	0	2%	7%	-1.5	u	x
Fc1ccccc1N1CCN(CCCNc2ccc3nncn3n2)CC1	-2%	21%	9	2%	0%	-1.3	1%	0%
O=C(CN(Cc1cccs1)C(=O)CNC(=O)c1ccco1)NC1CCCCC1	-6%	5%	-3	11%	4%	-0.8	-8%	0%
CC(C)(C)c1ccc(C(=O)N2CCC(C(=O)NC3CC3)CC2)cc1	7%	-1%	-2	-1%	-13%	-2.5	-13%	1%
CCc1ccc(NC(=O)c2cc(S(=O)(=O)N3CCc4ccccc43)cn2C)cc1	-1%	-1%	7	-7%	u	2.0	-8%	1%
CCCC(=O)C1=C(O)C(C(=O)OC)C(C)(C)CC1=Nc1ccc(Br)cc1 (centres undefined)	8%	-19%	-2	-21%	-14%	1.9	-1%	1%
Cc1cc(Br)ccc1NC(=O)CN1C(=O)C2C3CC(c4ccccc4)C(C3)C2C1=O (centres undefined)	0%	-5%	21	-6%	-13%	-1.0	3%	1%
O=C(c1cccc(S(=O)(=O)NCc2ccccc2)c1)N1CCN(c2cccc(C(F)(F)F)c2)CC1	16%	-6%	0	-19%	-5%	-1.2	-5%	1%
CCN(CC)S(=O)(=O)c1ccc2c(c1)N(CC(=O)NCc1ccccn1)C(=O)CO2	3%	2%	1	2%	-28%	2.1	-17%	-3%
C#CCOCCOCCOCCNc1nc(N2CCN(C(=O)Cn3cc(CCCCN)nn3)CC2)nc(N2CCN(C(=O)[C@H](C(C)C)n3cc(CCO)nn3)CC2)n1	2%	6%	-4	-1%	-19%	-2.7	5%	0%
C/C=C(\C)C(=O)Nc1cccc(C2=NOC3(C2)C[C@H](C(N)=O)N(C(=O)CC#N)C3)c1 (some centres undefined)	10%	-1%	8	3%	14%	-1.4	-5%	1%
O=C(CN(Cc1ccco1)C(=O)CNS(=O)(=O)c1ccccc1)NC1CCCCC1	-10%	-2%	4	-18%	-27%	-2.9	-10%	3%
O=C(Nc1ccc(N2CCOCC2)cc1)c1cccc(S(=O)(=O)N2CCCC2)c1	-3%	7%	x	3%	3%	-4.5	-2%	0%
O=C(COc1ccc2c3c(c(=O)oc2c1)CCC3)NCC1CCC(C(=O)O)CC1 (centres undefined)	9%	7%	3	0%	-27%	-2.2	-8%	-8%
Cc1ccc(-c2cc(NC(=O)CCl)n(-c3ccccc3)n2)cc1	0%	-4%	2	-11%	-18%	0.7	27µM*	-2%
Cc1noc(C)c1NC(=O)N(C)C[C@@H]1Oc2ccc(NC(=O)Cc3cn(C)c4ccccc34)cc2CC(=O)N([C@H](C)CO)C[C@@H]1C	1%	-4%	1	-16%	8%	-1.2	-17%	2%
CN(C)S(=O)(=O)c1ccc(NC(=O)N2CCN(c3ccccc3Cl)CC2)cc1	13%	-11%	2	-12%	-13%	-3.3	-11%	1%
O=C(NCc1nc2ccccc2[nH]1)C1=C[C@@H](c2csc3ccccc23)C[C@@H](OCc2ccc(CO)cc2)O1	-18%	14%	-14	0%	6%	-4.8	-2%	x
CCc1ccc(NC(=S)N2CCN(S(=O)(=O)c3ccccc3)CC2)cc1	4%	-9%	-13	-4%	-27%	-1.6	-4%	4%
CCn1c(SCC(=O)NCc2ccccc2)nnc1-c1c[nH]c2ccccc12	0%	2%	x	0%	0%	-0.2	-7%	2%
